# Mac1 fbg enh – enhancers of CD11b/CD18 adhesion to fibrinogen, primary screen, K562 cells, luminescence; activation, % at 10 µM; actives 0.07% (n = 93,000); ATPlite luminescence; Integrin beta-2 (Homo sapiens) + Integrin alpha-M (Homo sapiens), P05107+P11215;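 active = 10 µM primary screen giving 50% or more activity, confirmed by 40% or more on retest at that dose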; also: strong numbers were not always called active
# CYP2C19 inh – blockers of cytochrome P450 2C19 activity – biochemical, luminescence, ADME assay, primary screen | CYP2C19 Supersomes, luciferin-H EGE luminescence, 30 min | inhibition, % at 5 µM | actives 21% (n = 96,000) | AID 778, 2007;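 active = CYP2C19 inhibition above a set limit at 5 µM in the primary screen, cut at about 50% in these data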;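 also: plate controls were negative control wells for no effect and 2.5 mM tranylcypromine positive control for full effect; values of inactives mirror those of a sister screen read the other way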
# Target sequence (P33261 whole entry, looked up): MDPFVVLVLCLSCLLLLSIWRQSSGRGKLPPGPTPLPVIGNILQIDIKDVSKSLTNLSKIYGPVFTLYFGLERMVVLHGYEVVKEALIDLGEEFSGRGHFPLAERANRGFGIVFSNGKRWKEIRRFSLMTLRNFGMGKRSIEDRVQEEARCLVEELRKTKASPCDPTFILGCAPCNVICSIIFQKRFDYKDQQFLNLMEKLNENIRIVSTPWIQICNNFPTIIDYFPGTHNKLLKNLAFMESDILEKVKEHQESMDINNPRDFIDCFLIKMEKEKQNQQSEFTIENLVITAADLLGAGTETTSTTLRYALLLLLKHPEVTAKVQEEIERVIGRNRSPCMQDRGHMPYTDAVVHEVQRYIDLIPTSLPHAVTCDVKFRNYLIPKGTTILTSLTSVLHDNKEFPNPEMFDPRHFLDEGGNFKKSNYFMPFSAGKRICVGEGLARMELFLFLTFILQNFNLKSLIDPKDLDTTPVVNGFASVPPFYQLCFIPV
# H69AR growth 86K – proliferation blockers of H69AR lung cancer cells, primary screen, cell-based, human, 86K library. H69AR lung tumor viability, ATP luminescence, 72 h; active compounds read low. viability, % at 10 µM. actives 6% (n = 85,000). AID 598, 2007;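 active = viability at or below 40%; inactive = viability above 40%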;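 also: multidrug resistant small cell line overexpressing MRP-1 efflux transporter; 100% = mean luminescence of untreated control wells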
# CYP2C19 act – human CYP2C19 activators, primary screen, biochemical, luminescence. Cytochrome P450 2C19 (Homo sapiens), P33261. activation factor at 5 µM. recombinant CYP2C19, luciferin-H EGE luminescence; active compounds read high; 0 = fully inhibited enzyme, 1 = untreated enzyme. 96,000 tested, under 10 active;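 active = activation factor of at least 2 at 5 µM in the primary screen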;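 also: 0 = wells with 2.5 mM tranylcypromine and 1 = vehicle-only wells; values of inactives mirror those of a sister screen read the other way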
# Mac1 fbg inh – inhibitors of CD11b/CD18 adhesion to fibrinogen, primary screen, K562 cells, luminescence. ATPlite luminescence; Mn2+ added to activate the integrin. inhibition, % at 10 µM. actives 0.54% (n = 93,000);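 active = primary inhibition of 50% or more at 10 µM, then 40% or more on retest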; also: some results filed as inactive read as strong as hits
# HUVEC inhibit – inhibitors of HUVEC proliferation, primary screen, cell-based, 384-well | CellTiter-Glo luminescence, 72 h; active compounds read low | viability, % at 10 µM (by protocol) | actives 1.1% (n = 86,000);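 active = viability at or below 30%; inactive = viability above 30%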;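 also: 100% = median luminescence of DMSO-only cell control wells on each plate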
# ERa SRC1 pot – enhancers of ERα–SRC-1 coactivator binding, primary screen, biochemical, TR-FRET, ERα LBD, low estradiol. Estrogen receptor (Homo sapiens), P03372. TR-FRET ERalpha-LBD/SRC-Cy5 coactivator binding, 2 h; 100 = basal binding, no effect. coactivator binding (% of control), % at 25.6 µM. actives 1.3% (n = 86,000); in the data active = activity above about 200%;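 also: binding measured in presence of low estradiol as agonist stimulus; 0% = peptide alone without receptor and 100% = receptor with peptide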
# Target sequence (P03372 whole entry, looked up, the tested form may be a part): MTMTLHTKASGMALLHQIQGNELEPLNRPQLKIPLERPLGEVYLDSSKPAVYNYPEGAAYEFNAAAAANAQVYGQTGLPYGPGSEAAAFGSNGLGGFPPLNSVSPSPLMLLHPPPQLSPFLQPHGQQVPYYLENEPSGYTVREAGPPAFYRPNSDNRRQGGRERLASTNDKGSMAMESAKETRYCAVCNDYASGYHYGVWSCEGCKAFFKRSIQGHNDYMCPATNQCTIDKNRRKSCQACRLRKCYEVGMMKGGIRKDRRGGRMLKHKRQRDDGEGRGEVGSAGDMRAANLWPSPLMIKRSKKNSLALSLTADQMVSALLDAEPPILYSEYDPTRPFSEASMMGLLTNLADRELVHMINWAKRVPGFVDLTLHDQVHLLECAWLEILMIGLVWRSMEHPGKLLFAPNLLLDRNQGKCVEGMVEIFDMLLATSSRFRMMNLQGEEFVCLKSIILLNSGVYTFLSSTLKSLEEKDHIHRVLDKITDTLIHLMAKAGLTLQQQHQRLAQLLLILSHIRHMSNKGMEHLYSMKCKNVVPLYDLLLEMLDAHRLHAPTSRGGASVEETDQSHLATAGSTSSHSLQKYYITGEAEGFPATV
# Lung fibro prol – antiproliferative effect on LL 47 fibroblasts – human, LL 47 cells, CellTiter-Glo luminescence, primary screen. LL 47 human lung fibroblast viability, ATP luminescence; active compounds read low. viability, % at 10 µM. actives 1.1% (n = 85,000). AID 719, 2007;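 active = viability at or below 50% in the single dose screen; inactive = viability above 50%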;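 also: compound exposure lasted 72 h before the ATP readout; 100% = median luminescence of untreated cell-only wells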
#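 Material: human LL 47 lung fibroblast cells; quantity: 1,150 cells/well; medium: IMEM plus 15% FBS; doses: 0.1% DMSO in all compound wells; timing: overnight attachment after seeding, then 72 h compound exposure at 37 °C; detection: CellTiter-Glo luminescence; measure: % viability of median cell-only signal; controls: cell-only wells, no compound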
# ERa coact inh – ERα–SRC-1 coactivator interaction inhibitors, primary screen, biochemical, TR-FRET, ERα LBD, estradiol-bound; Estrogen receptor (Homo sapiens), P03372; TR-FRET ER-alpha LBD / SRC-1 peptide; inhibition, % at 25.6 µM; actives 1.7% (n = 86,000); AID 629, 2007; in the data active = inhibition above about 50%;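 also: 0% = receptor plus peptide control and 100% = peptide only without receptor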
# Starred values were filed as active, the others as inactive; . = no result given; [ ] = dose if it differs, or a comment. This is a random part of the collection. Share with any hit: about 26%.
1	O=S(=O)(Nc1ccc2c(c1)OCCO2)c1ccc(Br)s1
2	CC(Oc1ccc(Cl)cc1Cl)C(=O)Nc1ccc(S(=O)(=O)Nc2cnc3ccccc3n2)cc1 (stereo not drawn)
3	CCn1c(COc2cccc(C)c2C)nnc1SCC(=O)N1CCN(c2ccc(OC)cc2)CC1
4	CCOCCCNC(=S)NCCCNc1nc2cc3c(cc2cc1C#N)OCO3
5	O=C1NCCN1C(=O)c1ccco1
6	C=CCN(CC=C)S(=O)(=O)c1ccc(F)cc1
7	COc1ccc(N2CCn3c2nc2c3c(=O)n(CCN3CCOCC3)c(=O)n2C)cc1
8	C=CCNCC(=O)NN=C(c1ccccc1)c1ccccc1
assay / compound	1	2	3	4	5	6	7	8
CYP2C19 inh	98*	14	6	-2	2	30	-6	20
H69AR growth 86K	.	.	.	.	98	103	92	.
Mac1 fbg enh	-3	6	-5	-1	-2	-7	-4	-2
ERa SRC1 pot	.	.	.	.	115	129	117[fluorescence artefact?]	.
CYP2C19 act	0	0.9	0.9	1	1	0.7	1.1	0.8
HUVEC inhibit	.	.	.	.	91	90	95	.
Lung fibro prol	.	.	.	.	99	99	99	.
ERa coact inh	.	.	.	.	-1	3	-11	.
Mac1 fbg inh	6	78*	3	35	0	3	13	-46

9	COc1ccc2cc(C3(C)NC(=O)NC3=O)ccc2c1 (stereo not drawn)
10	Cc1cc(C(=O)OCC(=O)Nc2ccc(S(=O)(=O)N3CCOCC3)cc2)c(C)o1
11	Cc1ccccc1Nc1nc(N)nc(CSCc2c(C)noc2C)n1
12	COc1ccc(S(=O)(=O)N(C)CC(=O)Nc2ccccc2C(F)(F)F)cc1OC
13	CC(C)OCCCNC(=O)CCSc1ccc(Cl)cc1
14	CCCCCCCCCCOC(=O)c1csc2nnsc12
15	CC1(C)Cc2c(sc3c2C2=NCCN2C=N3)CO1
16	CCOC(=O)C1CCN(Cc2oc(CO)cc(=O)c2O)CC1
assay / compound	9	10	11	12	13	14	15	16
CYP2C19 inh	-12	29	64*	76*	63*	.	-10	14
H69AR growth 86K	96	104	104	95	97	99	99	102
Mac1 fbg enh	4	1	6	-1	1	.	4	-2
ERa SRC1 pot	99	96	102	95	98	104	64[fluorescence artefact?]	91
CYP2C19 act	1.1	0.7	0.4	0.2	0.4	.	1.1	0.9
HUVEC inhibit	108	102	104	102	105	101	96	93
Lung fibro prol	91	97	101	103	100	100	97	98
ERa coact inh	-5	-10	-17	-2	-4	-8	13	-5
Mac1 fbg inh	-2	-13	12	0	-7	.	-14	-9

# Sorted by value in ERa SRC1 pot (descending): some entries from above
no.	SMILES	CYP2C19 inh	Mac1 fbg enh	ERa SRC1 pot	CYP2C19 act	ERa coact inh	Mac1 fbg inh
11	Cc1ccccc1Nc1nc(N)nc(CSCc2c(C)noc2C)n1	64*	6	102	0.4	-17	12
13	CC(C)OCCCNC(=O)CCSc1ccc(Cl)cc1	63*	1	98	0.4	-4	-7
10	Cc1cc(C(=O)OCC(=O)Nc2ccc(S(=O)(=O)N3CCOCC3)cc2)c(C)o1	29	1	96	0.7	-10	-13

# New compounds follow.
17	Cc1ccc(-c2noc(CSc3nnc(-c4ccncc4)n3-c3ccc(F)cc3)n2)cc1
18	CCS(=O)(=O)N1CCN(C(=O)COc2ccc(-c3ccccc3)cc2)CC1
19	Cc1ccc(NC(=O)CCn2cccc2)cc1F
20	CSCC[C@@H](C(=O)NCc1cccs1)N1Cc2ccccc2C1=O
21	C#CC(=O)N(c1cccc(OC)c1)C(C(=O)NC1CCCC1)c1cccs1 (stereo not drawn)
22	COc1ccccc1OCC(=O)N/N=C1\CCc2ccccc21
23	CCOC(=O)c1c(NC(=O)c2ccco2)n(C2CCCCC2)c2nc3ccccc3nc12
24	CCn1c(NC(=O)C2CCCCC2)nc2ccccc21
assay / compound	17	18	19	20	21	22	23	24
CYP2C19 inh	58*	7	96*	59*	57*	45	-3	.
H69AR growth 86K	28*	94	107	97	.	80	36*	51
Mac1 fbg enh	-1	-5	-4	0	1	4	0	.
ERa SRC1 pot	103	93	97	99	.	112[fluorescence artefact?]	94[fluorescence artefact?]	101
CYP2C19 act	0.4	0.9	0	0.4	0.4	0.6	1	.
HUVEC inhibit	80	110	102	93	.	68	96	87
Lung fibro prol	81	104	109	99	.	93	105	75
ERa coact inh	-2	9	5	-9	.	0	0	-4[fluorescence artefact?]
Mac1 fbg inh	2	3	-31	-12	14	-11	-1	.

25	CC(=O)Nc1c(-c2ccccc2)nc2ncccn12
26	N#CCCN(Cc1cccnc1)C(=O)Nc1ccc(Cl)c(Cl)c1
27	O=C(O)c1c[nH]c2ccc(S(=O)(=O)N3CCOCC3)cc12
28	COC(=O)c1nc2n(n1)C(c1ccc(OC)c(OC)c1OC)C1=C(CCCC1=O)N2 (stereo not drawn)
29	CCOC(=O)N1CCN(C2=Nc3cccc4cccc2c34)CC1
30	CC(CCc1ccccc1)NC(=O)C1CCN(C(=O)c2sccc2-n2cccc2)CC1 (stereo not drawn)
31	O=C(Cn1cc2c(n1)CCCC2)NCCc1ccccc1
32	CC1(C)OC(=O)C(C(c2ccccc2)C(C#N)C(N)=O)=C(O)O1 (stereo not drawn)
assay / compound	25	26	27	28	29	30	31	32
CYP2C19 inh	-4	92*	0	-13	8	72*	.	-20
H69AR growth 86K	92	88	100	.	83	84	93	79
Mac1 fbg enh	-4	.	4	2	0	0	.	-8
ERa SRC1 pot	96[fluorescence artefact?]	104[fluorescence artefact?]	107	.	103[fluorescence artefact?]	110[fluorescence artefact?]	130	130[fluorescence artefact?]
CYP2C19 act	1	0.1	1	1.1	0.9	0.3	.	1.2
HUVEC inhibit	97	94	98	.	91	104	64	107
Lung fibro prol	102	103	102	.	104	97	96	99
ERa coact inh	2[fluorescence artefact?]	-6	-6	.	-11[fluorescence artefact?]	2	0	-1
Mac1 fbg inh	-1	.	5	-2	6	12	.	16

# Along the list, quoted from above.
# ERa SRC1 pot for nos. 24–29, in order: 101, 96[fluorescence artefact?], 104[fluorescence artefact?], 107, ., 103[fluorescence artefact?]
# CYP2C19 inh for nos. 24–29, in order: ., -4, 92*, 0, -13, 8

# (continued)
33	Cc1cc(C)cc(NC(=O)CSCc2cnn(-c3ccccc3)c2-n2cccc2)c1
34	CC1=C(C(=O)NCc2ccccc2)C(c2cc(Br)cc(Br)c2OC(C)C)NC(=O)N1 (stereo not drawn)
35	O=c1c2ccccc2nnn1CSc1nnc(-c2ccco2)o1
36	Cc1coc2c(C)c3oc(=O)c4c(c3cc12)CCCC4
37	O=C(Cc1ccccc1)N/N=C/c1ccc([N+](=O)[O-])s1
38	CS(=O)(=O)c1ccc(Sc2nc3ccccc3[nH]2)c([N+](=O)[O-])c1
39	COCCN1C=C(C(=O)OC)C(c2ccc3c(c2)OCO3)C(C(=O)OC)=C1
40	CC(=O)Nc1sc(C)c(C)c1C(=O)OC1CCOC1=O (stereo not drawn)
assay / compound	33	34	35	36	37	38	39	40
CYP2C19 inh	48	.	35	42	29	91*	74*	55*
H69AR growth 86K	81	96	98	21*	.	1.1*	94	88
Mac1 fbg enh	2	.	1	8	-2	-4	-5	-3
ERa SRC1 pot	105	109	87[fluorescence artefact?]	132	.	105	91	112
CYP2C19 act	0.5	.	0.6	0.6	0.7	0.1	0.3	0.4
HUVEC inhibit	109	94	102	86	.	100	99	94
Lung fibro prol	101	95	96	94	.	97	95	99
ERa coact inh	-2	-10	8	1	.	9	-5	-3
Mac1 fbg inh	11	.	-13	14	0	8	-20	-6

41	O=C(COc1ncnc2sccc12)N1CCN(S(=O)(=O)c2ccc(Cl)cc2)CC1
42	COCc1ccc2oc(C(=O)O)cc2c1
43	O=C(C1=C(O)C(=O)N(CCN2CCOCC2)C1c1ccncc1)c1ccco1 (stereo not drawn)
44	COC(=O)c1ccc(OC(=O)c2ccccn2)cc1
45	COCCN(C(=O)Cc1cccs1)C(C(=O)NCc1ccc(OC)cc1)c1ccc(C)cc1 (stereo not drawn)
46	O=C(NCc1cccs1)c1cc(S(=O)(=O)N2CCCCC2)ccc1Cl
47	CN=C(C)C1=C(O)C(C(=O)OC)C(C)(C)CC1=O (stereo not drawn)
48	CCCC(=NCC(=O)O)C1=C(O)C(C(=O)OC)C(C)(C)CC1=O (stereo not drawn)
assay / compound	41	42	43	44	45	46	47	48
CYP2C19 inh	1	-13	-11	-2	42	.	3	6
H69AR growth 86K	99	.	99	89	.	77	97	105
Mac1 fbg enh	23	3	-1	3	2	.	9	-2
ERa SRC1 pot	118	122	118[fluorescence artefact?]	103	.	119	119	138
CYP2C19 act	1	1.1	1.1	1	0.6	.	1	0.9
HUVEC inhibit	103	90	105	96	.	107	95	85
Lung fibro prol	92	93	95	95	.	94	104	92
ERa coact inh	1[fluorescence artefact?]	0	-5	0	.	4	-5	-1
Mac1 fbg inh	-31	-15	-6	-5	5	.	-36	-7

49	CCOC(=O)N1CCN(C(=O)CN2C(=O)COc3ccc(C)cc32)CC1
50	N#Cc1cccc(Cn2nnc(-c3ccccc3)n2)c1
51	COc1ccc(CN2CCN(C(=O)c3ccco3)CC2)cc1
52	Cc1cc(=O)c(C(=O)O)cn1Nc1ccc(F)cc1
53	Cc1onc(-c2c(Cl)cccc2Cl)c1C(=O)Nn1cnnc1
54	Cn1nnc(-c2ccc(OCc3ccccc3F)cc2)n1
55	CC/C(=N\n1nnnc1Nc1ccccc1)c1ccccc1
56	CC(C)n1nc(C(=O)OCC(=O)N(C)C2CCS(=O)(=O)C2)c2ccccc2c1=O (stereo not drawn)
57	CCn1nnnc1SCC(=O)Nc1nc(-c2cccs2)cs1
58	CC(C)(C)C(=O)OCc1cn(-c2ccc(Cl)cc2)nn1
59	N#CC1=C(N)SC(N)=C(C#N)C1C1C=CCCC1 (stereo not drawn)
assay / compound	49	50	51	52	53	54	55	56	57	58	59
CYP2C19 inh	12	69*	13	-19	-4	66*	.	-5	.	47	.
H69AR growth 86K	83	94	86	112	97	108	99	104	84	.	94
Mac1 fbg enh	.	6	2	0	4	3	.	2	.	1	.
ERa SRC1 pot	105	100	125	16[fluorescence artefact?]	101[fluorescence artefact?]	90[fluorescence artefact?]	122	93[fluorescence artefact?]	89[fluorescence artefact?]	.	100
CYP2C19 act	0.9	0.3	0.9	1.2	1	0.3	.	1	.	0.5	.
HUVEC inhibit	107	94	97	100	92	119	110	89	92	.	102
Lung fibro prol	94	103	105	99	101	96	102	96	96	.	100
ERa coact inh	-3	-9	-7	-9	3[fluorescence artefact?]	-3	1	-7	-1	.	-5
Mac1 fbg inh	.	-1	-8	1	11	-15	.	-6	.	-19	.

# Single records, from the list above.
# Cn1nnc(-c2ccc(OCc3ccccc3F)cc2)n1 is entered as CYP2C19 inh = 66*; H69AR growth 86K = 108; Mac1 fbg enh = 3; ERa SRC1 pot = 90[fluorescence artefact?]; CYP2C19 act = 0.3; HUVEC inhibit = 119; Lung fibro prol = 96; ERa coact inh = -3; Mac1 fbg inh = -15
# COc1ccc(CN2CCN(C(=O)c3ccco3)CC2)cc1 is entered as CYP2C19 inh = 13; H69AR growth 86K = 86; Mac1 fbg enh = 2; ERa SRC1 pot = 125; CYP2C19 act = 0.9; HUVEC inhibit = 97; Lung fibro prol = 105; ERa coact inh = -7; Mac1 fbg inh = -8
